PAX8 reporter = lowers PAX8-driven luciferase in RMG-I cells; RMG-I TPO-luciferase reporter, SteadyGlo, 24 h; inhibition, % at 12.6 µM; 1.2% of 360,000 active; AID 652154;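 active means mean replicate inhibition at least 60% with every replicate also reaching 60%; inconclusive means only one of the two criteria is met; inactive means mean below 60% and not all replicates reaching 60%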;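 further: luciferase light reporting Pax8 driven TPO promoter activity; plate controls were median of neutral control wells for no effect and mitoxantrone controls for full effect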
miR122 inh = inhibitors of miR-122 in Huh7 cells; Huh7 miR-122 Renilla luciferase sensor, 48 h; neutral wells = 0, positive control = 100; activation (reporter increase), % at 12.5 µM; 0.3% of 340,000 active;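 active means mean replicate activation score at least 90 and every replicate individually at or above 90; inconclusive means only one of the two criteria met; inactive means neither criterion met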;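 further: higher luciferase means less miR-122 activity so hits act as miR-122 inhibitors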
DENV2 CPE = inhibitors of DENV2 cytopathic effect; 1.7% of 350,000 active; DENV2-infected cells, cytopathic effect rescue, plate reader; CPE inhibition, % at 9.99 µM; in the data active means CPE inhibition above about 20%, passing the limit was not always enough; inconclusive means no clear call, values can overlap the other calls; tested in BHK-21 cells;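 further: 0% = median of neutral control wells and 100% = median of positive control wells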
CFTR F508del cor = CFTR F508del correction in bronchial cells | CFBE cells, YFP halide quenching; stimulated with forskolin plus potentiator P3; % fluorescence drop versus neutral controls | activity (quench increase), % at 7.58 µM | 0.36% of 350,000 active | AID 720511;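 active means mean added fluorescence quench of at least 8% versus neutral control, with both replicates also reaching 8%; inconclusive means only one of the mean or replicate conditions met; inactive means mean below 8% and not both replicates reaching 8%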;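 further: cells transiently co-express mutant CFTR-F508del with the halide-sensitive YFP; corrector assay measuring rescue of mutant channel to the surface after 24 h compound exposure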
INS-1E GSIS act = primary screen for activators of insulin secretion dependent on glucose, INS-1E cells, GLuc reporter luminescence. 0.61% of 370,000 active. activation, % at 16.6 µM. AID 743287. INS-1E GLuc reporter insulin secretion, 2-3 h;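 active means lowest replicate activation of at least 40%, so every replicate reaches that level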;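 further: 0% = median of neutral control wells and 100% = median of IBMX positive control wells; some compounds called inactive have numbers as strong as hits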
FN deposition inh = fibronectin deposition inhibition. AH1F fibroblasts, Alexa488-fibronectin deposition fluorescence, overnight. inhibition, % at 12.6 µM. 0.086% of 350,000 active. AID 743247;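 active means mean inhibition across replicates of 30% or more, regardless of how many single replicates reach that level; inconclusive means mean under 30% yet at least half of replicates reach 30%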;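 further: positive control wells lacked labelled fibronectin entirely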
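Assay system: AH1F fibroblasts assembling fluorescent fibronectin matrix; Amount: 10000 AH1F cells per well; Buffer or medium: DMEM, 2% serum; Probe or stimulus: Alexa488-fibronectin, 24 nM final in well; Doses: single compound dose, delivered by pin transfer; Incubation: 1 h adhesion, overnight exposure; Measured by: fluorescence 485/525 nm; Read-out: fibronectin deposition inhibition.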
EWS-Fli block = inhibitors of EWS/Fli oncoprotein transcriptional activity. AID 651661. inhibition, % at 12.6 µM. 0.67% of 350,000 active. A673 NR0B1-luciferase reporter, viability-normalised;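 active means mean inhibition of at least 50% after viability correction, with every replicate also passing that limit; inconclusive means mean reaches 50% but only one of two replicates passes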;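 further: firefly luciferase signal divided by Alamar Blue viability fluorescence both relative to DMSO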
The depositor's hits bear a star; ? = inconclusive; · = not tested or not shown; & = joins results of further samples; [ ] = dose if it differs, or a comment.

SMILES | PAX8 reporter | miR122 inh | DENV2 CPE | CFTR F508del cor | INS-1E GSIS act | FN deposition inh | EWS-Fli block
COc1ccc2c3c(n(C)c2c1)[C@@H](CO)N(Cc1cc(F)ccc1F)CC31CCN(C(C)=O)CC1 | 21 | · | 4 | -0.8 | 4 | · | ·
CN(C[C@H]1[C@@H](c2ccccc2)[C@H](CO)N1Cc1ccccn1)S(C)(=O)=O | -1 | 75[16.7 µM] | -1 | 0.0 | 23 | 3 | 3
COc1ccc(OCC(=O)NNC(=O)C(=O)Nc2cc(OC)ccc2OC)cc1 | -2 | 2 | -5 | 2.1 | 19 | -15 | 0
COc1ccc(/C=c2\sc3nc(=O)c(C)nn3c2=O)c(OC)c1 | 4 | · | -2 | 3.4 | -13 | 7 | 11
CCn1c(SCC(=O)c2ccccc2)nnc1-c1ccoc1C | · | 2 | · | · | -7 | -28 | ·
O=C(COc1ccc(Br)cc1)N1CCN(c2ncccn2)CC1 | -1 | 9 | 2 | -1.3 | 3 | 18 | -8
COc1ccccc1-c1ccc2c(c1)O[C@H](CN(C)C(=O)c1ccncc1)[C@H](C)CN([C@@H](C)CO)S2(=O)=O | -12 | 46[16.7 µM] | 6 | 2.1 | -7 | · | 6
NS(=O)(=O)c1ccc(CCNC(=O)C(=O)NCC2OCCN2S(=O)(=O)c2cc(F)ccc2F)cc1 (stereo not drawn) | 0 | -1 | -6 | 1.0 | -8 | -6 | -13
Cc1cc(NC(=O)C(C)SCC(=O)NCc2ccc(F)cc2)no1 (stereo not drawn) | -2 | -4 | -2 | 0.0 | -11 | 0 | -5
O=C(N[C@H]1CC[C@@H](CCn2cc(C3CC3)nn2)O[C@H]1CO)c1cccnc1 | 3 | 4[16.7 µM] | 9 | 0.2 | 7 | -5 | 6
NNC(=O)c1ccc(COc2ccc3ccccc3c2)o1 | -113 | · | -8 | 2.5 | -10 | -8 | -45
CCOC(=O)C1CCN(C(=O)c2ccc(NS(=O)(=O)c3ccc(F)cc3C)cc2)CC1 | 9 | -1 | 3 | -5.1 | -26 | -3 | -2
CC(C)NC(=O)N1[C@@H](CO)[C@@H]2c3ccccc3N(C)C[C@@H]21 | -5 | -7[16.7 µM] | -11 | -1.0 | 1 | 5 | -4
CC(=O)c1ccc(NC(=O)C2(S(=O)(=O)c3ccccc3)CC2)cc1 | -9 | 0 | -5 | 0.2 | -2 | -8 | -4
Cc1ccc(C(=O)N/C(=C\c2ccc3c(c2)OCO3)C(=O)N2CCOCC2)cc1 | -21 | · | 15 | -1.0 | 8 | 0 | 2
COc1cc(C(=O)OCC(=O)NCC2CCCO2)cc(OC)c1OC (stereo not drawn) | 5 | -4 | ? | -2.6 | 23 | -2 | 4
Cc1ccc(SCC(=O)OCC(=O)NCC2CCCCC2)cc1C | 4 | · | -1 | 1.5 | 2 | -19 | 9
C/C(=N\NC(=O)C(C)Nc1cccc(Cl)c1)c1ccc([N+](=O)[O-])cc1 (stereo not drawn) | -3 | · | · | · | -11 | 0 | ·
Cc1cc2oc(C(=O)Nc3ccc(S(=O)(=O)N4CCCC(C)C4)cc3)cc(=O)c2cc1Cl (stereo not drawn) | 5 | 5 | · | · | -7 | 4 | ·
CN(Cc1ccc(F)cc1)C(=O)COc1ccccc1-c1ccccc1 | 3 | 2 | 6 | · | · | -5 | 4
COC(=O)C[C@H]1CC[C@@H]2[C@@H](COc3ccc(NC(=O)Nc4cccc(Cl)c4)cc3C(=O)N2C)O1 | -2 | -13[16.7 µM] | 4 | -4.1 | -26 | -3 | -9
C[C@@H]1CN([C@H](C)CO)C(=O)Cc2cc(NC(=O)Nc3ccccc3)ccc2O[C@H]1CN(C)C | -2 | 1[16.7 µM] | 0 | -1.1 | -3 | · | 2
Cc1noc(C)c1S(=O)(=O)Nc1ccc2c(c1)C(=O)N([C@H](C)CO)C[C@H](C)[C@@H](CN(C)C(=O)NC(C)C)O2 | -11 | 2[16.7 µM] | 0&4 | -2.3&-1.0 | 21&6 | 0 | -1&3
C(=N\N1CCN(Cc2ccccc2)CC1)/c1ccc(-c2ccccc2)cc1 | -25 | 31 | 11 | 2.9 | -8 | -4 | -8
CC(C)CNC(=O)COC(=O)c1c2c(nc3ccccc13)/C(=C/c1cccs1)CC2 | -27 | -4 | · | · | -13 | -1 | ·
CC(C)=CC(=O)OCC(=O)Nc1cc(C)ccc1C | 9 | -2 | -2 | -1.5 | -1 | 5 | -2
Cc1ccc(-c2noc(CCC(=O)NC3CC3)n2)cc1 | -42 | · | 3 | 0.1 | -4 | 6 | -32
CCCn1c2c(c(O)c(C(=O)Nc3nc4ccccc4s3)c1=O)CCCC2 | 24 | -18 | 3 | 4.9 | · | 1 | -11
CCCCC1=CC2=C(c3ccco3)C(=O)C(C)(OC(=O)c3ccc(OC)cc3)C(=O)C2=CN1C(CO)CO (stereo not drawn) | 10 | -1 | ? | -1.8 | 7 | -13 | -23
O=C(Cc1ccccc1)NNC1CC(=O)N(c2ccc(Cl)cc2)C1=O (stereo not drawn) | 25 | -2 | 10 | -0.1 | -9 | -5 | 0
CNS(=O)(=O)c1cnccc1N1CCN(C)CC1 | 1 | -2 | · | · | 12 | 5 | ·
CCCNC(=O)Nc1ccc2c(c1)OC[C@@H](C)N(C)C[C@H](C)[C@@H](OC)CN(C)C2=O | -10 | 1[16.7 µM] | -1 | · | 2 | 13 | -4
Cc1ccc(S(=O)(=O)Nc2ccc3c(c2)CC(=O)N([C@H](C)CO)C[C@@H](C)[C@@H](CN(C)Cc2ccc(C(=O)O)cc2)O3)cc1 | -5 | -1[16.7 µM] | · | -2.0 | 9 | · | 1
Oc1ccc(CN2CCCCC2)nc1-c1ccccc1 | -11 | -8 | · | · | · | 4 | ·
O=C(Cn1c2[n+](c3ccc(C(F)(F)F)cc31)CCCCC2)c1cccc([N+](=O)[O-])c1 | 2 | 13 | -5 | -1.8 | 1 | -12 | 0
Oc1cccnc1Sc1cccc(C(F)(F)F)c1 | -3 | -14 | 0 | 3.7 | 1 | -3 | 10
O=C(Cc1c(Sc2ccccc2)c2ccccc2n1Cc1ccccc1)NCCO | -3 | · | -5 | 0.2 | -1 | 2 | 5
CCOC(=O)c1cc2n(c1C)-c1ccccc1C2=O | -141 | 3 | · | · | 8 | -7 | ·
Cc1ccc(C)n1-c1ccc(C(=O)NN)s1 | 2 | -2 | -10 | -3.7 | -1 | -15 | -7
C=CCn1c(=NC(=O)CN2C(=O)CCC2=O)sc2cc(S(N)(=O)=O)ccc21 | -20 | · | · | · | 23 | 2 | ·
CC(C)NC(=O)CCn1c(=S)oc2ccccc21 | -1 | · | -1 | -3.2 | 6 | 1 | 3
CCOC(=O)C1CCN(C(=O)COc2ccc(S(=O)(=O)N3CCCC3)cc2C)CC1 | 11 | -5 | 14 | 3.4 | 2 | -4 | 8
COc1ccc(S(=O)(=O)N2CCCCC2)cc1NC(=O)CSc1ncccn1 | 10 | · | -10 | 1.9 | 8 | 1 | 11
O=C(CNC(=O)c1ccco1)Nc1ccc(Cl)cc1 | -41 | -5 | 2 | 0.9 | -8 | 3 | -37
CC1Oc2ccccc2N(CC(=O)NCCc2ccccc2)C1=O (stereo not drawn) | · | 6 | · | · | 18 | 0 | ·
CCCC(C(=O)NC1CCCC1)N(C(=O)c1snc(C(N)=O)c1N)c1ccc(OCC)cc1 (stereo not drawn) | 23 | -8 | ? | 1.4 | -16 | 0 | -14
Clc1ccc(-c2cn3cc(Br)ccc3n2)cc1Cl | -113 | · | -4 | · | · | -6 | 17
CC(=O)CC(=O)O[C@@H]1C=C[C@H](NC(=O)OC(C)(C)C)C1 | 6 | · | 29* | -0.8 | -15 | -16 | -4
CC(=O)Nc1ccc(NC(=O)CSc2nnnn2-c2ccc3c(c2)OCCO3)cc1 | -10 | 1 | -4 | -0.3 | 6 | -9 | 11
Cc1nn(CC(=O)NC(=O)NC2CCCCC2C)c(=O)c(C#N)c1C (stereo not drawn) | 12 | · | -6 | -0.3 | 0 | 11 | 11
Cc1oc2ccc(O)cc2c1C(=O)c1ccc(Br)cc1 | -57 | · | 14 | 1.4 | 34 | 34* | 6
O=C(NCC(c1ccco1)N1CCCC1)c1cccc(S(=O)(=O)Nc2ccc(F)cc2)c1 (stereo not drawn) | 2 | 18 | 19 | -2.9 | -5 | -3 | -8
COC(=O)c1cc(=O)nc(NN=Cc2ccccc2O)s1 | -45 | · | -8 | 0.7 | 3 | -4 | -64
O=C(NCc1nc2ccccc2[nH]1)c1cccs1 | -74 | · | -3 | 4.1 | · | -1 | -29
Cc1cc(OCC(=O)OCC(=O)NC2CCCCCC2)ccc1Cl | -5 | -1 | -4 | 0.6 | -1 | -2 | 2
CCCCOc1ccc(N(CC(=O)NC2CCCCC2)C(=O)c2snc(C(N)=O)c2N)cc1 | 8 | 2 | -2 | 0.1 | 7 | -2 | 11
C[C@H]1CN([C@@H](C)CO)S(=O)(=O)c2ccc(-c3cncnc3)cc2O[C@H]1CN(C)C(=O)Cc1ccccc1 | -16 | -2[16.7 µM] | 3 | 5.4 | 5 | · | -2
COc1ccc(NC(=O)N(C)C[C@H]2Oc3c(NC(=O)C4CCCCC4)cccc3C(=O)N([C@@H](C)CO)C[C@@H]2C)cc1 | -17 | -4[16.7 µM] | 1 | -3.4 | -15 | · | -1
O=C(c1ccccc1)N(C(=O)c1ccccc1)c1ccccc1 | -63 | 0 | 9 | -2.0 | 18 | -4 | -16
CCCNC(=O)N1CCC2(CC1)CN(C(=O)CN1CCOCC1)[C@@H](CO)c1[nH]c3cc(OC)ccc3c12 | · | · | 3 | 1.2 | 16 | · | -6

Going on with the list:
SMILES | PAX8 reporter | miR122 inh | DENV2 CPE | CFTR F508del cor | INS-1E GSIS act | FN deposition inh | EWS-Fli block
O=C(Cc1ccccc1Cl)N/N=C/c1cccnc1 | -8 | -2 | 12 | -6.6 | 24 | 4 | -6
COc1ccc(C#Cc2ccc([C@H]3[C@@H](CO)N4C(=O)CN(C(=O)C5CCOCC5)C[C@H]34)cc2)cc1 | -38 | · | -5 | -1.3 | -2 | · | 7
CCN(c1ccccc1)S(=O)(=O)c1nnc(NC(=O)c2ccco2)s1 | 2 | 20 | 6 | 3.8 | · | 2 | -2
CC(OC(=O)CN1C(=O)C2CC=CCC2C1=O)C(=O)Nc1ccc(F)cc1Cl (stereo not drawn) | -1 | -5 | -1 | 0.4 | 17 | · | ·
Cc1ccc(SCc2cc(=O)[nH]c(Nc3nc(C)c4ccc(C)cc4n3)n2)cc1 | 0 | · | 3 | -2.0 | 4 | -1 | -10
Cc1ccc(SCC(=O)OCC(=O)NCCc2ccccc2)cc1 | -5 | 2 | 6 | -0.4 | · | 3 | -2
C[C@@H](NC(=O)C[C@H]1CC[C@H](NC(=O)Cc2ccccn2)[C@@H](CO)O1)c1ccccc1 | -8 | -2[16.7 µM] | 3 | -1.1 | 8 | 8 | -4
Cc1ccc(S(=O)(=O)N(CC(=O)Nc2cccc(C)c2C)C(=O)N2CCN(C)CC2)cc1 | 0 | -5 | -5 | 0.0 | 13 | 2 | -4
CCN(CCCNC(=O)CCCn1c(=O)[nH]c2ccccc2c1=O)c1cccc(C)c1 | 14 | 2 | · | · | · | 6 | ·
Cc1ccc(NC(=S)N(CCN(C)C)Cc2cc3cc(C)ccc3[nH]c2=O)cc1 | 7 | -5 | -2 | 0.4 | 10 | 10 | 4
CCC(=O)NC(=S)Nc1ccc(S(=O)(=O)N2CCN(C)CC2)cc1 | -15 | · | · | · | -16 | -9 | 0
